# VHR inh abs – blocks human VHR1 dual specificity phosphatase; recombinant VHR phosphatase, pNPP absorbance; hit rate 0.52% among 290,000; inhibition, % at 13.3 µM; P51452; in the data active means inhibition above about 50%; further: some compounds called inactive have numbers as strong as hits
# Target sequence (P51452 whole entry, looked up): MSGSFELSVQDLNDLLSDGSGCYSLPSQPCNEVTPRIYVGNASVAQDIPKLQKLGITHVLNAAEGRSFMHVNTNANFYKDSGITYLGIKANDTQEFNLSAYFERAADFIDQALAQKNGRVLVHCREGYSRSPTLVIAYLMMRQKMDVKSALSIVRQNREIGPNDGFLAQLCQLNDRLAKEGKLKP
# Vc quorum ag – induces V. cholerae light production without autoinducers | activation, % at 18.7 µM | V. cholerae BH1578 lux reporter, luminescence, 6 h | hit rate 0.16% among 350,000; in the data active means activation mostly above about 9.7%, no sharp cut-off; inconclusive means no clear call, values can overlap the other calls; inactive means mostly below about 3.7%; further: not every result past the cut was called active; inactives centre near 0; reference of the scale not given here
# Rv3671c inh – Rv3671c (M. tuberculosis) protease inhibition | P9WHR9 | inhibition, % at 5.96 µM | hit rate 0.048% among 320,000 | AID 2606; in the data active means inhibition above about 38%;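 further: extracellular domain of Rv3671c used as enzyme; 0% = enzyme with DMSO and 100% = no enzyme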
# PfHsp40 yeast – restores yeast growth despite PfHsp40 toxicity | S. cerevisiae expressing PfHsp40, growth rescue, ATP luminescence | growth rescue, % at 12.5 µM | hit rate 0.68% among 340,000; in the data active means growth rescue above about 28%, passing the limit was not always enough; inconclusive means no clear call, values can overlap the other calls;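 further: yeast W303a lacking pdr1 and pdr3 grown in galactose medium; growth measured after three days at 30 °C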
# MazF activator – activators of E. coli MazEF toxin-antitoxin RNase. P0AE70. FAM/BHQ RNA-DNA oligo cleavage fluorescence, 5 h. activation, % at 20 µM. hit rate 0.32% among 350,000. AID 504720; in the data active means activation above about 50%
# Target sequence (P0AE70 whole entry, looked up): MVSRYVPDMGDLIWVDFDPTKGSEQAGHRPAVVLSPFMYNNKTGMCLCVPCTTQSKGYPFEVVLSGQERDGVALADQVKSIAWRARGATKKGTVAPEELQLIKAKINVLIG
# Anthrax LF inh2 – anthrax lethal factor protease inhibition | AID 588501 | multiplex microsphere protease cleavage assay, LF | hit rate 0.12% among 360,000 | inhibition, % at 10 µM | P15917; in the data active means inhibition above about 30%; inconclusive means no clear call, values can overlap the other calls; further: plate controls were buffer without enzyme for full effect and enzyme alone for no effect
# Target sequence (P15917 whole entry, looked up): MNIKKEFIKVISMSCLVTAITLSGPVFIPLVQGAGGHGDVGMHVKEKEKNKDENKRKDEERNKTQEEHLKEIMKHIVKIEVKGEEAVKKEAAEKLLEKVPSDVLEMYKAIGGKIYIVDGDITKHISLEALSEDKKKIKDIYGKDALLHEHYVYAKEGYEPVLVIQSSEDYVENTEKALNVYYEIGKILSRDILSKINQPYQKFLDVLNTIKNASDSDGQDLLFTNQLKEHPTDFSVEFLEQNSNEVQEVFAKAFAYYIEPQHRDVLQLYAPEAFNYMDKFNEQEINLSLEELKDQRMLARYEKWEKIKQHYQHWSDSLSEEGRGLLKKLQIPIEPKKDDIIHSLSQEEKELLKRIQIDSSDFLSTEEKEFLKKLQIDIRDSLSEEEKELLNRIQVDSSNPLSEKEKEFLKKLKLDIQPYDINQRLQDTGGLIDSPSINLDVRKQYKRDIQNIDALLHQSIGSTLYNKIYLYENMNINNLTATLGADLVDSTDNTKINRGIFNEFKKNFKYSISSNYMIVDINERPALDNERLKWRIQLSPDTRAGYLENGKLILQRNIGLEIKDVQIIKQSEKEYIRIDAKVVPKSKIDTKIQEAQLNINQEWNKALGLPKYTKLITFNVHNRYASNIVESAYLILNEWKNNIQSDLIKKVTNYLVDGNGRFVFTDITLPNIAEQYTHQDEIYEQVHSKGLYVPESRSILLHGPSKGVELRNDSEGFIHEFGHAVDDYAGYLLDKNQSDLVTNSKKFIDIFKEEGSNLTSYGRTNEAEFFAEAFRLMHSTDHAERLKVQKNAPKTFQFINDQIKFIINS
# PriA SSB inh – blocks PriA binding to SSB C-terminal tail | hit rate 0.6% among 430,000 | inhibition, % at 33 µM | AlphaScreen SSBct-PriA binding, biotinylated peptide; in the data active means inhibition mostly above about 37%, no sharp cut-off; inactive means mostly below about 20%;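 further: plate controls were negative control peptide for no effect and reference peptide for full effect; strong numbers were not always called active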
# 3CLpro inhibitor – SARS-CoV 3CLpro protease inhibition; recombinant SARS-CoV 3CLpro, quenched FRET peptide cleavage; inhibition, % at 6 µM; hit rate 0.14% among 290,000; AID 1706; in the data active means inhibition above about 12%
# TcdB inh – blocks C. difficile toxin B glycohydrolase activity | AID 652162 | inhibition, % at 9.99 µM | TcdB glycohydrolase enzymatic assay, plate reader | hit rate 0.24% among 350,000 | P18177; in the data active means inhibition above about 10%
# Yp Topo-I inh – Y. pestis Topo-I inhibition via cleavage products. Y. pestis Topo-I cleavage product accumulation, plate reader. activity, % at 10 µM. hit rate 0.064% among 360,000. AID 504884; in the data active means activity above about 50%, passing the limit was not always enough; inconclusive means no clear call, values can overlap the other calls; further: inactives centre near 2
# The depositor's hits bear a star; i = inactive; ? = inconclusive; / = not tested or not shown; + = active, no number; & = joins results of further samples.
SMILES,VHR inh abs,Vc quorum ag,Rv3671c inh,PfHsp40 yeast,MazF activator,Anthrax LF inh2,PriA SSB inh,3CLpro inhibitor,TcdB inh,Yp Topo-I inh
O=C(CC1SC(=Nc2ccccc2)N(CCCCO)C1=O)NCc1ccccc1 (stereo not given),18,-0.2,0,-1.5,-1,-4,-7,4,/,7
C/C(=N/NC(=O)c1ccncc1)c1cc2ccc(O)cc2oc1=O,-1,i,9,2.1,+,-4,/,0,-1.2,2
Oc1c(Cl)cc(Cl)cc1/C=N/NC(=S)NC1CC2C=CC1C2 (stereo not given),36,i,15,132*,1,16,/,1,1.7,8
N#CC1(NC(=O)CSc2nc3ccccc3s2)CCCCC1,/,-0.3,3,-0.7,9,0,-16,/,-0.3,11
CC[C@H](NC(=O)c1c(C)c(-c2ccccc2)nc2ccccc12)c1ccccc1,22,0.3,-2,-0.2,-4,-9,-14,/,1.2,-4
CCOC(=O)N1CCC(c2cc(=O)n(-c3ccccc3)[nH]2)CC1,-2,1.5,-146,-0.1,-1,-11,3,0,-0.4,7
COc1ccc2oc(C(=O)OCC(=O)N3CCCCC3)c(C)c2c1,/,-2.1,-3,0.5,1,/,1,/,-0.8,-1
CCN(C(=O)COC(=O)c1oc2ccc(OC)cc2c1C)C1CCS(=O)(=O)C1 (stereo not given),/,i,/,-1.0,-5,6,-11,/,-2.0,4
CC(C)(C)c1ccc(S(=O)(=O)NCc2ccc(C(=O)N3CCCC3)cc2)cc1,14,-0.2,4,-0.9,8,0,-6&-5,-1,1.4,22
O=C(CSc1nc2c(c(C(F)(F)F)n1)CCc1ccccc1-2)NCc1ccc(F)cc1,27,-0.3,-10,-1.6,4,-2,-5,-6,/,-1
Cc1ccc(S(=O)(=O)N2CCC(C(=O)Nc3nnc(COc4ccccc4)s3)CC2)cc1,15,-0.5,/,-1.4,-11,-4,-4,-2,0.0,2
COc1ccc(NC(=O)C2CCCN(S(=O)(=O)c3ccc(Cl)cc3)C2)cc1OC (stereo not given),6,5.9,2,1.8,10,-2,0,-2,-0.1,-3
O=C(c1ccc(OC2CCN(Cc3ccc(C(F)(F)F)cc3)CC2)cc1)N1CCCCC1,2,-0.6,5,0.9,3,-2,-27,1,-4.3,19
O=C(C1CC1)N1CCN(c2ccnc3cc(Cl)ccc23)CC1,28,0.0,-2,1.6,0,2,1,5,0.5,-2
COc1cc(/C=C/C(=O)Nc2ccc(OC)c(S(=O)(=O)N3CCOCC3)c2)ccc1OCC#N,/,i,-10,-0.3,-1,-3,-10,/,0.3,-3
Cc1cc(C(=O)COC(=O)c2ccc(O)cc2)c(C)n1CCc1ccc(F)cc1,1,-0.3,-10,-0.5,4,-1,8,3,1.8,16
CCOC(=O)CSc1nnc(-c2c[nH]c3ccccc23)n1CC,0,-1.6,-1,1.4,-3,-1,-1,-3,1.0,4
Cc1c(OC(C)C(=O)NCCN2CCOCC2)ccc2c(-c3ccccc3)cc(=O)oc12 (stereo not given),4,i,-1,0.4,-1,1,6,4,1.2,14
CCOc1cc(/C=N\NC(=O)c2ccc(NC(=O)CC)cc2)ccc1OC(=O)c1ccccc1,17,i,-6,-1.2,0,2,/,4,/,-8
Cc1cc2nc(NC(=O)C3(C)CCCN(C(C)C)C3)[nH]c2cc1C (stereo not given),/,-7.6,/,/,/,-2,/,/,0.4,1
COc1ccc(C2Nc3ccccc3NC3=C2C(=O)CC(C)(C)C3)cc1O (stereo not given),1,i,9,0.7,-125,-12,-1,-1,-0.2,-4
C/C=C(\C)C(=O)NNC(=O)c1sc(-c2ccccc2)nc1C,18,0.3,-1,-2.5,2,-21,-18,-2,-0.9,-9
CC1(C)OC1(C#N)c1ccccc1 (stereo not given),/,-0.8,/,3.7,4,-4,-2,/,-1.0,3
O=c1[nH]c2ccc(S(=O)(=O)N3CCCCC3)cc2s1,33,i,3,0.1,11,-4,-5,2,0.4,7
NS(=O)(=O)c1ccc(CCNC(=O)C(=O)NCC2OCCN2S(=O)(=O)c2ccc(F)cc2)cc1 (stereo not given),0,-0.2,-4,1.3,0,-1,-14,-3,1.6,0

# The list continues:
SMILES,VHR inh abs,Vc quorum ag,Rv3671c inh,PfHsp40 yeast,MazF activator,Anthrax LF inh2,PriA SSB inh,3CLpro inhibitor,TcdB inh,Yp Topo-I inh
CC(Sc1nnc(-c2ccco2)n1N)C(=O)NCC1CCCO1 (stereo not given),/,i,-1,-0.7,2,-10,-2,/,-0.6,1
CN(C)c1ccc(CNC(=O)C2CCN(S(=O)(=O)c3ccc4c(c3)CCCC(=O)N4)CC2)cc1,12,-0.4,-4,-0.9,10,-3,9,1,-1.0,3
CCCCCOC(=O)CSc1nc2c(c(=O)[nH]c(=O)n2C)n1Cc1ccc(Cl)cc1,25,i,-10,0.9,-15,-2,-3,-4,0.5,6
CC(NC(=O)/C(C#N)=C/c1ccc(C(=O)O)cc1)c1ccccc1 (stereo not given),/,-0.1,2,-0.3,3,1,-5,/,-2.7,-8
Cc1ccc(-n2c(C)csc2=N)cc1,2,-0.5,13,0.2,-1,-1,4,-2,/,-3
COc1ccc(C(=O)Oc2cccc(/C=N/NC(N)=S)c2)cc1,5,-0.3,-8,3.1,2,-1,/,3,-0.3,13
COC(=O)C1(C)CCCC2(C)C1CCC13OCC(CC21)C(O)(C(C)C)C3O (stereo not given),/,i,/,/,9,-1,/,/,0.5,15
C[C@@H]1COC(=O)[C@H](CC(=O)OC(C)(C)C)C/C=C\C[C@H](CC(=O)NCCO)C(=O)N1,/,i,2,-0.5,-1,-2,-1,/,0.0,-2
Cc1oc(-c2cccc(Cl)c2)nc1CS(=O)(=O)CC(=O)NCCN1CCOCC1,29,0.0,-16,-1.5,10,-6,6,3,1.7,-10
Oc1ccc(N=Nc2nc(-c3ccccc3)c(-c3ccccc3)[nH]2)cc1,-1,-0.5,8,9.8,126*,-5,68,-7,1.8,-28
COC(=O)CN1C(=O)S/C(=C/c2ccc(N3CCCCC3)o2)C1=O,-3,-0.4,-23,-0.5,386*,-9,-5,4,/,-8
CN(C)c1ccc(C(=O)Nc2nc3c(s2)CCCC3)cc1,8,-0.3,-1,-0.4,5,-6,-2,-2,1.9,0
COc1ccc(C2CC(c3cccs3)=Nc3ccccc3S2)cc1 (stereo not given),18,i,1,3.0,0,-2,15&-4,-2,0.8,-9
COc1ccc2cc1Oc1ccc(cc1)CC1c3c(cc(OC)c4c3Oc3cc5c(cc3O4)CCNC5C2)CCN1C (stereo not given),4,-0.3,4,-2.1,-67,-8,27,-5,/,2
c1ccc2c3nnc4n(c-3nc2c1)CCCS4,14,i,3,0.4,3,-4,-1,-2,0.5,13
Cc1cc(C)n2nc(C(=O)OCC(=O)Nc3ccc4c(c3)OCO4)nc2n1,14,i,0,0.6,-2,4,-1,2,/,-1
CCc1ccccc1NC(=O)CN(C)C(=O)CSc1nn(-c2ccccc2)c(=S)s1,13,0.1,3,-2.0,1,1,0,4,/,-1
COC(=O)c1cc(S(=O)(=O)N2CCCC(C)C2)c[nH]1 (stereo not given),-21,i,5,-1.6,3,-1,-11,5,1.6,0
CN(N)c1nc(C(F)(F)F)nc2ccccc12,2,i,-5,-0.1,8,-1,-21,-4,1.9,8
CCc1ccc(C2NC(=O)c3ccccc3O2)cc1 (stereo not given),-2,-0.3,-6,-1.9,2,5,2,1,0.2,15
COc1cccc2c(=O)n(CC(=O)Nc3ccccc3F)ccc12,7,-0.2,3,-0.8,3,3,-15,-5,0.3,-5
O=C(Nc1nccs1)C1CCCN1S(=O)(=O)c1ccc(F)cc1 (stereo not given),-23,i,-13,0.0,1,1,-15,0,/,0
CC1CN(S(=O)(=O)c2cccc(C(=O)NCCc3ccc(S(N)(=O)=O)cc3)c2)CC(C)O1 (stereo not given),/,-7.6,0,-0.3,0,-3,-1,/,0.3,0
Cc1cccc(NC2CNC(=O)NC2=O)c1 (stereo not given),/,-0.1,/,-1.3,11,-1,-12,/,0.9,2
CCNc1nc(NCC)nc(Oc2ccc(C(=O)OC)cc2)n1,14,i,6,-1.1,5,-1,-13,-1,1.3,-9

# Further compounds
SMILES,VHR inh abs,Vc quorum ag,Rv3671c inh,PfHsp40 yeast,MazF activator,Anthrax LF inh2,PriA SSB inh,3CLpro inhibitor,TcdB inh,Yp Topo-I inh
O=C1/C(=C/c2cccnc2)SC(=S)N1c1ccc(F)cc1,7,-0.4,-15,12,-5,0,-14,3,1.1,1
CC(C)c1nnc(NC(=O)Cc2ccc(Br)cc2)s1,7,-0.4,-5,0.5,-1,0,3,2,-0.2,4
COc1ccc(OCCCC(=O)Nc2cc([N+](=O)[O-])ccc2C)cc1,-4,/,-3,0.1,-7,1,0,2,/,0
CCOc1ccc(NS(=O)(=O)c2cc(NC(=O)CCNC(=O)c3ccco3)ccc2OC)cc1,/,i,/,0.2,1,-2,4,/,0.5,3
CC1(C)CC(CCC(=O)NC(=S)Nc2ccccc2Cl)C(=O)O1 (stereo not given),10,-1.0,-1,1.1,0,1,-2,0,0.9,-5
COc1ccc(OC)c(/C=N\NC(=O)CSc2nnc(CCCc3ccc(OC)c(C)c3)o2)c1,-7,/,-5,0.7,-2,-1,/,1,/,18
O=S(=O)(Nc1ccc(O)c(NS(=O)(=O)c2ccccc2)c1)c1ccccc1,6,-0.1,-7,-1.2,0,0,-11,-5,1.8,-4
CCCCC12CNCC(C)(CNC1)C2=O,-2,-0.3,1,1.7,8,-1,-3,-1,/,2
Cn1ccnc1Sc1nc(Nc2cccc(Cl)c2)nc(N2CCOCC2)n1,-6,i,-4,0.8,10,-4,14,-9,/,15
O=c1cnc2ccccc2n1Cc1ccc(Br)cc1,-3,-0.5,1,-1.4,13,2,7,5,-0.5,16
COC(=O)c1n[nH]nc1-c1ccccc1,-5,-0.3,-10,0.3,1,1,4,-1,/,-2
NS(=O)(=O)c1ccc(CCNCc2cc(Cl)ccc2OCc2ccccc2)cc1,17,i,-1,-0.3,14,-15,1,5,1.2,21
COc1ccccc1OCCC(=O)Nc1cccc(S(=O)(=O)N2CCOCC2)c1,/,-0.6,8,0.2,3,-3,2,/,3.5,4
CC(=O)Nc1cc(-c2cccc(C(=O)NCCO)c2)cn2c(-c3ccc(F)cc3)cnc12,/,i,/,/,/,-10,/,/,2.0,26
COc1cc(OC)c(NC(=S)Nc2cccc(C(C)=O)c2)cc1Cl,28,-0.4,-7,-0.4,-1,0,6,1,/,-7
CC(=O)c1cccc(CN2CCN(CCC(C)C)C(CCO)C2)c1 (stereo not given),0,-0.8,5,0.3,7,2,-7,1,0.0,1
CCc1nc(SCC(=O)OC)c2c3c(sc2n1)COC(C)(C)C3,-16,i,4,?,9,-6,3,-1,0.6,22
O=C(CCS(=O)(=O)Cc1ccccc1)NCCc1ccccc1,6,-1.5,5,-0.3,9,7,3,2,-0.1,-3
CCOC(=O)CSCC(=O)Nc1nnc(-c2cccc([N+](=O)[O-])c2)s1,-4,-0.9,1,2.0,4,-8,4&-8,0,4.1,-2
Cc1ccc(S(=O)(=O)N2CCCN(S(=O)(=O)c3ccccc3Br)CC2)cc1,/,0.6,/,4.6,3,-4,-5,/,0.1,41

# Reformatted field by field: part of the list above
> CC(=O)Nc1cc(-c2cccc(C(=O)NCCO)c2)cn2c(-c3ccc(F)cc3)cnc12
  VHR inh abs = / | Vc quorum ag = i | Rv3671c inh = / | PfHsp40 yeast = / | MazF activator = / | Anthrax LF inh2 = -10 | PriA SSB inh = / | 3CLpro inhibitor = / | TcdB inh = 2.0 | Yp Topo-I inh = 26

> COc1cc(OC)c(NC(=S)Nc2cccc(C(C)=O)c2)cc1Cl
  VHR inh abs = 28 | Vc quorum ag = -0.4 | Rv3671c inh = -7 | PfHsp40 yeast = -0.4 | MazF activator = -1 | Anthrax LF inh2 = 0 | PriA SSB inh = 6 | 3CLpro inhibitor = 1 | TcdB inh = / | Yp Topo-I inh = -7

> CC(=O)c1cccc(CN2CCN(CCC(C)C)C(CCO)C2)c1 (stereo not given)
  VHR inh abs = 0 | Vc quorum ag = -0.8 | Rv3671c inh = 5 | PfHsp40 yeast = 0.3 | MazF activator = 7 | Anthrax LF inh2 = 2 | PriA SSB inh = -7 | 3CLpro inhibitor = 1 | TcdB inh = 0.0 | Yp Topo-I inh = 1

# These rows are one share of the data (hit frequency here may not be typical).
